Assay outcomes (PubChem BioAssay)
TAAR1 ag – human TAAR1 agonists, primary screen, Fluo-8 calcium fluorescence, CHO RD-HGA16 cells; actives 0.99% (n = 360,000); activation, % at 3 µM; AID 624467, 2012; vehicle wells 0%, saturating PEA agonist 100%; Trace amine-associated receptor 1 (Homo sapiens), Q96RJ0;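 active = activation above the mean activation of all test compounds in the run plus 3 SD, cut at about 38% in these data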
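Assay system – CHO-derived RD-HGA16 cells with stable Gα16 and human TAAR1 · Compound dosing – one-point dosing at 3 µM (nominal) · Incubation – 17-24 h seeding, 75 min 37 °C dye, 30 min RT · Measured by – kinetic Fluo-8 calcium fluorescence · Control set – DMSO vehicle as 0%, PEA at EC100 as 100% · Repeats – single well for each compound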
CHRM5 agonist – human M5 muscarinic receptor agonists, primary screen, CHO-K1 cells, Fluo-8 calcium fluorescence. actives 0.19% (n = 360,000). AID 624037, 2012. Muscarinic acetylcholine receptor M5 (Homo sapiens), P08912. CHO-K1 hM5 cells; 0% DMSO wells, 100% maximal acetylcholine response. activation, % at 3 µM;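 active = activation above the run's mean over test compounds plus 3 SD, cut at about 23% in these data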;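 also: signal is peak over basal fluorescence ratio across the kinetic read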
Target sequence (P08912 whole entry, looked up): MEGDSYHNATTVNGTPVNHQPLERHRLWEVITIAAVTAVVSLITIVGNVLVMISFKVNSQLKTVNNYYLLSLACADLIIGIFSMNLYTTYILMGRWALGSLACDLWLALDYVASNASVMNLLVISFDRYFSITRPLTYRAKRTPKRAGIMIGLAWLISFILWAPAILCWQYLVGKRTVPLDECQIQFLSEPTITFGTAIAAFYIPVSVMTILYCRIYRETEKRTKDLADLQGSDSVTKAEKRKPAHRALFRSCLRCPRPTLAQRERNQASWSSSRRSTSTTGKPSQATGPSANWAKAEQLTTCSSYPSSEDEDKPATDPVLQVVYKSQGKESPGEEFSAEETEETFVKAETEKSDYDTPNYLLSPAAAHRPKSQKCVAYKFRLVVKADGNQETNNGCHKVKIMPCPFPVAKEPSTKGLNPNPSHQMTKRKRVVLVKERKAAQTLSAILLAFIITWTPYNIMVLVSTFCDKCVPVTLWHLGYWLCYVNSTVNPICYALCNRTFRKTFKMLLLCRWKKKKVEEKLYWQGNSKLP
CHRM5 antagonist – human M5 muscarinic receptor antagonists, primary screen, CHO cells, Fluo-8 calcium fluorescence; Muscarinic acetylcholine receptor M5 (Homo sapiens), P08912; actives 0.59% (n = 360,000); inhibition, % at 3 µM; CHO-hM5 cells, ACh EC80;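 active = inhibition above a per-plate cutoff, the mean of that plate's test compounds plus 3 SD, cut at about 27% in these data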;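 also: 0% = acetylcholine EC80 with DMSO and 100% = DMSO without agonist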
CHRM1 antagonist – human M1 muscarinic receptor antagonists, primary screen, CHO-K1 cells, Fluo-8 calcium fluorescence, 1536-well; inhibition, % at 3 µM; CHO-K1 hM1, ACh EC80 antagonist; AID 588852, 2011; actives 1.3% (n = 360,000); Muscarinic acetylcholine receptor M1 (Homo sapiens), P11229;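 active = percent inhibition above its own plate's cutoff, namely the mean of that plate's compound wells plus 3 SD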;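 also: peak over basal fluorescence ratio during 140 s after agonist addition; 0% = ACh EC80 plus DMSO and 100% = DMSO alone without agonist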
M1 ag – human M1 muscarinic receptor agonists, primary screen, Fluo-8 calcium fluorescence, CHO-K1 cells, HTS. CHO-K1 hM1, agonist mode; 0% DMSO, 100% acetylcholine EC100. actives 0.33% (n = 360,000). Muscarinic acetylcholine receptor M1 (Homo sapiens), P11229. activation, % at 3 µM;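 active = activation above the run's mean compound activation plus 3 SD, cut at about 16% in these data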;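 also: peak over basal fluorescence ratio within a 140 s kinetic read after compound addition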
CHRM5 PAM – human M5 muscarinic receptor positive allosteric modulators, primary screen, CHO-K1 cells, Fluo-8 calcium fluorescence | Muscarinic acetylcholine receptor M5 (Homo sapiens), P08912 | CHO-K1 hM5, ACh EC20 PAM; 0% = ACh EC20, 100% = ACh EC100 | activation, % at 3 µM | actives 0.3% (n = 360,000);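 active = activation above the run cutoff, the mean activation of all test compounds plus 3 SD, cut at about 18% in these data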
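Assay system: CHO-K1 hM5 cells. Also added: acetylcholine at EC20 concentration, added after compound. Dosing: 3 µM, single dose. Times: compound preincubation 140 s before EC20 acetylcholine addition. Signal: Fluo-8 calcium fluorescence. Measure: % activation relative to EC20 and EC100 ACh responses. Repeats: singlicate, one well per test compound.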
M4 ag – human M4 muscarinic receptor agonists, primary screen, CHO-K1 cells, Fluo-8 calcium fluorescence. CHO-K1 hM4/Gqi5; vehicle 0%, full acetylcholine response 100%. activation, % at 3 µM. actives 0.14% (n = 360,000). AID 624127, 2012;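 active = activation above the run mean over all test wells plus 3 SD, cut at about 32% in these data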;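 also: peak over basal fluorescence ratio per well then scaled between controls; 0% = DMSO wells and 100% = acetylcholine at EC100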
Target sequence (P08173 whole entry, looked up): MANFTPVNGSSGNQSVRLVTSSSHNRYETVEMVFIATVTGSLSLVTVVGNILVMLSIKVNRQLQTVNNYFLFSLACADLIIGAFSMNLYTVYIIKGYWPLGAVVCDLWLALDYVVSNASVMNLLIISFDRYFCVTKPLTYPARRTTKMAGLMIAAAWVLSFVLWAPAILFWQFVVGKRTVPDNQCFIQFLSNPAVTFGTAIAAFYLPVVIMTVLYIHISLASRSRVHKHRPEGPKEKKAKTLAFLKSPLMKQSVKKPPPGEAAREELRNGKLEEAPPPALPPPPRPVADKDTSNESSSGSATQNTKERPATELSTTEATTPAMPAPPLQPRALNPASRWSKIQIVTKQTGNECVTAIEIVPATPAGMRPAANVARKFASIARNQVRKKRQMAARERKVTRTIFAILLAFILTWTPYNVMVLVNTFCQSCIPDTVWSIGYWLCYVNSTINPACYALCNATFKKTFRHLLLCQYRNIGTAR
CHRM4 antagonist – human M4 muscarinic receptor antagonists, primary screen, CHO cells, Fluo-8 calcium fluorescence; inhibition, % at 3 µM; CHO-hM4 cells, ACh EC80; AID 624125, 2012; Muscarinic acetylcholine receptor M4 (Homo sapiens), P08173; actives 0.73% (n = 360,000);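 active = inhibition above its plate's cutoff, the mean inhibition of sample wells plus 3 SD, cut at about 27% in these data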;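 also: 0% = acetylcholine EC80 with DMSO and 100% = DMSO without agonist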
CHRM1 PAM – human M1 muscarinic receptor positive allosteric modulators, primary screen, CHO-K1 cells, Fluo-8 calcium fluorescence, 1536-well; Muscarinic acetylcholine receptor M1 (Homo sapiens), P11229; CHO-K1 hM1, ACh EC20; 0% = ACh EC20, 100% = maximal ACh; activation, % at 3 µM; actives 0.088% (n = 360,000); in the data active = activation above about 19%, passing the limit was not always enough
* hit, by the source's call; · = not tested or not shown. An excerpt; rates above refer to the full screens.

Sample of the layout, eleven compounds:
Each structure is followed by: TAAR1 ag, CHRM5 agonist, CHRM5 antagonist, CHRM1 antagonist, M1 ag, CHRM5 PAM, M4 ag, CHRM4 antagonist, CHRM1 PAM
> COc1ccc(-c2nnc(SCC(=O)Oc3ccc(C)cc3)o2)cc1
    6, -6, -5, 23, -2, -8, 1, -7, -4
> CC(C)CN(C(=O)C(C)N1C(=O)c2ccccc2C1=O)c1c(N)n(Cc2ccccc2)c(=O)[nH]c1=O (stereo unspecified)
    1, 2, 4, -22, -1, 2, 1, -8, 8
> COc1ccc(C(=O)NCc2cnn(C)c2)cc1OC1CCN(C(C)C)CC1
    1, -6, 3, 6, -3, -2, 0, 17, 5
> COc1ccccc1C1NC(=O)c2ccccc2O1 (stereo unspecified)
    -1, 2, 0, -7, -2, -12, 0, 3, 1
> O=C(CN1C(=O)C2C3C=CC(C3)C2C1=O)Nc1ccc(S(=O)(=O)Nc2nccs2)cc1 (stereo unspecified)
    1, -5, 5, 8, -4, 0, 1, 5, 0
> O=C(N/N=C\c1cc2c(cc1Cl)OCO2)c1cccs1
    -2, -2, 5, -16, -3, -7, 1, 10, 7
> Cc1ccc(S(=O)(=O)n2nc(OC(=O)c3cccc(F)c3)cc2N)cc1
    103*, -5, 5, -3, -4, 2, -1, -3, 4
> O=C(CCc1ccccc1)NC(NC(=S)Nc1ccc(Br)cc1)C(Cl)(Cl)Cl (stereo unspecified)
    11, 8, 25, 29, 3, -19, 17, 10, -13
> CC(C)c1ccc(NC(=O)CCCC(=O)NCCc2ccccc2)cc1
    2, 0, 10, -12, 1, 4, 2, 0, 18
> Fc1ccc(-c2nnc(Cc3nnc(-c4ccc(F)cc4)o3)o2)cc1
    3, -2, 5, -8, -6, -2, 1, 4, 5
> COc1cccc(NC(=O)CN(C)C(=O)CC2CCCC2)c1
    4, 2, 6, -11, -2, -1, 1, -2, 5

Results (from the top)
Each structure is followed by: TAAR1 ag, CHRM5 agonist, CHRM5 antagonist, CHRM1 antagonist, M1 ag, CHRM5 PAM, M4 ag, CHRM4 antagonist, CHRM1 PAM
> COc1ccc(-c2nnc(SCC(=O)Oc3ccc(C)cc3)o2)cc1
    6, -6, -5, 23, -2, -8, 1, -7, -4
> CC(C)CN(C(=O)C(C)N1C(=O)c2ccccc2C1=O)c1c(N)n(Cc2ccccc2)c(=O)[nH]c1=O (stereo unspecified)
    1, 2, 4, -22, -1, 2, 1, -8, 8
> COc1ccc(C(=O)NCc2cnn(C)c2)cc1OC1CCN(C(C)C)CC1
    1, -6, 3, 6, -3, -2, 0, 17, 5
> COc1ccccc1C1NC(=O)c2ccccc2O1 (stereo unspecified)
    -1, 2, 0, -7, -2, -12, 0, 3, 1
> O=C(CN1C(=O)C2C3C=CC(C3)C2C1=O)Nc1ccc(S(=O)(=O)Nc2nccs2)cc1 (stereo unspecified)
    1, -5, 5, 8, -4, 0, 1, 5, 0
> O=C(N/N=C\c1cc2c(cc1Cl)OCO2)c1cccs1
    -2, -2, 5, -16, -3, -7, 1, 10, 7
> Cc1ccc(S(=O)(=O)n2nc(OC(=O)c3cccc(F)c3)cc2N)cc1
    103*, -5, 5, -3, -4, 2, -1, -3, 4
> O=C(CCc1ccccc1)NC(NC(=S)Nc1ccc(Br)cc1)C(Cl)(Cl)Cl (stereo unspecified)
    11, 8, 25, 29, 3, -19, 17, 10, -13
> CC(C)c1ccc(NC(=O)CCCC(=O)NCCc2ccccc2)cc1
    2, 0, 10, -12, 1, 4, 2, 0, 18
> Fc1ccc(-c2nnc(Cc3nnc(-c4ccc(F)cc4)o3)o2)cc1
    3, -2, 5, -8, -6, -2, 1, 4, 5
> COc1cccc(NC(=O)CN(C)C(=O)CC2CCCC2)c1
    4, 2, 6, -11, -2, -1, 1, -2, 5
> CCC(C)/C(C)=N/NC(=O)C1COc2ccccc2O1 (stereo unspecified)
    2, -3, -1, -7, -8, -1, 1, -2, 6
> CCn1c(C(C)NC(=O)c2ccccc2C)n[nH]c1=S (stereo unspecified)
    2, -4, -3, -6, -7, 0, 1, -2, 8
> CC(C)C(NC(=O)c1ccccc1)C(=O)OCC(=O)N1CCCC1 (stereo unspecified)
    8, 3, 4, -1, -3, 1, 1, -2, 7
> O=C(CSc1nccn1Cc1ccccc1)Nc1ccccc1
    0, -3, -4, -7, -4, 1, 2, -5, 3
> O=C(NCCC1CCCCN1S(=O)(=O)c1ccccc1)C(=O)NCc1ccco1 (stereo unspecified)
    9, 1, 2, -9, -2, 3, 1, -11, 10
> Cc1ccccc1-c1nnn(CC(=O)N2CCN(S(=O)(=O)c3ccc(Cl)cc3)CC2)n1
    5, 0, -3, -1, 5, -2, 5, -8, 2
> CC(=O)Nc1nc2n(n1)C(c1ccccc1)C=C(c1ccccc1)N2 (stereo unspecified)
    ·, 2, 13, -6, -2, -3, 7, 8, 0
> COc1ccc(/C=C/C(=O)OCC(=O)c2ccc[nH]2)cc1
    1, 1, 2, 9, -3, 1, 9, -5, 5
> CSc1ccccc1-n1nnnc1SCC(=O)NCc1cccs1
    12, -6, 3, -23, -5, 0, 4, -9, 5
> O=C(COC(=O)/C=C/c1ccc(F)cc1)NCC1CCCO1 (stereo unspecified)
    4, 3, -1, -3, -2, -2, 2, 0, 4
> COc1ccc(CCNc2nc(-c3sc(C)nc3C)cs2)cc1OC
    1, 2, -5, -5, -3, 8, 0, 15, 14
> Nn1c(SCC(=O)Nc2nccs2)nnc1-c1ccco1
    1, 0, 8, 2, -3, 0, 0, 6, -2
> O=C(CNC(=O)c1ccc(Cl)cc1)N/N=C/c1cccnc1
    1, 2, -2, -14, -1, -1, -1, 10, 5
> COc1cc(NC(=O)CCCC(=O)OCC(F)(F)C(F)F)nc(OC)n1
    12, 3, -7, 16, -2, -11, 1, 1, -6
> CC(Oc1cccc(Cl)c1)C(=O)Nc1cc(Cl)ccc1N1CCOCC1 (stereo unspecified)
    0, -1, 10, -2, -2, -8, 0, 1, -2
> Cc1ccc(CCC(=O)Nc2ccc(Cl)cc2Cl)o1
    -2, -2, 1, -23, -9, 1, -2, -5, 9
> O=C(NC1CCCCC1)c1cccc2c1C(=O)c1ccc(N3CCCC3)cc1S2(=O)=O
    30, 11, 9, 12, 0, -5, 14, 3, -8
> COc1ccc(C(=O)N[C@H](C(=O)NCc2ccccc2)C(C)C)cc1
    -3, -4, -3, -11, -6, 3, -1, -2, 12
> Cc1cccc(NC(=O)CNC(=O)CSc2nc(N)cc(N)n2)c1C
    1, 2, 8, -15, 3, 2, 0, -7, 13
> CCCCn1c(N)c(N(CC(C)C)C(=O)CN2C(=O)c3ccccc3C2=O)c(=O)[nH]c1=O
    1, 3, 6, -19, -2, -1, 0, -9, 7
> CC1=C(C)CC(C(=O)Nc2nc(C)cs2)C(C(=O)O)C1 (stereo unspecified)
    1, -3, 16, -21, -2, -9, 1, -18, 13
> Clc1ccc(-n2nnnc2-c2cnc(-c3ccccn3)nc2-c2cccs2)cc1
    17, 2, -2, 5, -4, 0, 0, 3, 1
> CCOC(=O)c1cc(NC(=O)c2cccnc2)cc(C(=O)OCC)c1
    3, 3, 4, -6, -3, -5, 1, 1, 2
> O=C(Cn1nnc(-c2ccncc2)n1)N1CCc2ccccc21
    8, 2, 2, 16, -4, 1, 0, 0, -9
> COc1cccc(C2CNC3(CCCC(C)C3)c3[nH]c4ccccc4c32)c1OC (stereo unspecified)
    37, 0, 9, 0, -4, -6, 8, 2, -3
> O=C(OCCN1C(=O)c2ccccc2C1=O)c1cccs1
    2, 2, -1, -15, -3, 1, 5, -7, 0
> COc1ccc(NC2=C(Cl)C(=O)N(CCc3ccccc3)C2=O)c(OC)c1
    -1, -3, 6, 4, -6, -7, 5, 5, -2
> CCCCN(C(=O)Cc1coc2cc(C)c(C)cc12)c1c(N)n(Cc2ccccc2)c(=O)[nH]c1=O
    0, 0, 6, -27, -1, -1, 1, 2, 20
> Cc1ccccc1OCCOC(=O)c1c(-c2ccccc2)noc1C
    3, -5, 14, 4, -6, -4, 0, 12, -6
> O=C(Nc1cccc(F)c1)NC1CCCCCCC1
    0, 2, 10, 5, 0, -9, 13, -3, -7
> COc1cccc(NC(=O)Cn2c3ccccc3c3nc4n(c(=O)c32)CCS4)c1
    1, 1, -1, -11, -6, 6, 2, -3, 8
> CNC(=O)c1ccc(NC(=O)CCc2c(C)noc2C)cc1
    6, 1, 6, 3, -2, -2, 1, 5, -1
> Cc1ccccc1CS(=O)(=O)c1cn(CC(=O)N2CCOCC2)c2ccccc12
    4, -4, -1, 0, 0, -3, 6, -16, 2
> O=C(O)c1cc(N/N=C/c2ccc3c(c2)OCCO3)ccc1Cl
    1, -1, 8, -5, -6, 0, 1, 1, 11
> CCC(C)c1ccc(NC(=S)NCCn2cc(Br)cn2)cc1 (stereo unspecified)
    4, -5, 9, 12, -6, -13, 4, -2, -8
> O=C(C1=NN[C@@H]2C(=O)N(Cc3ccccc3)C(=O)[C@H]12)c1ccc(F)cc1
    4, 5, -9, -19, 1, -1, 3, 1, 10
> COc1ccc(C(=O)NNC(=O)CSc2nnnn2-c2cc(OC)cc(OC)c2)cc1
    -4, -5, 7, -9, -8, 0, -1, 0, 4
> CCNS(=O)(=O)c1ccc(NC(=O)Nc2ccc3c(c2)OCO3)cc1
    7, -3, 1, 10, -3, 8, 2, 3, -3
> Cc1cc(C(=O)O/N=C(\N)c2ccncc2)ccc1[N+](=O)[O-]
    2, 5, 5, -4, -1, -3, 2, 4, 1
> NC(=O)CN(Cc1ccccc1)S(=O)(=O)c1ccc2c(c1)OCCO2
    5, -1, -8, 2, -1, 2, 2, -2, 3
> CCN(CC(=O)NC(C)(C)C)C(=O)C(c1ccccc1)c1ccccc1
    -1, -2, 5, -2, -7, 10, 0, 6, 10
> COc1cccc(C(=O)O[C@H]2[C@H](Cc3ccccc3)NS(=O)(=O)[C@H]3C[C@@H]4C=C[C@]23O4)c1
    4, 9, -8, -12, 9, 7, 5, 10, 22

Ordered by value in M4 ag (smallest number first): some entries from above
Structure,CHRM5 agonist,CHRM5 antagonist,CHRM1 antagonist,M1 ag,CHRM5 PAM,M4 ag,CHRM4 antagonist,CHRM1 PAM
COc1ccc(-c2nnc(SCC(=O)Oc3ccc(C)cc3)o2)cc1,-6,-5,23,-2,-8,1,-7,-4
CC(C)c1ccc(NC(=O)CCCC(=O)NCCc2ccccc2)cc1,0,10,-12,1,4,2,0,18
CC(=O)Nc1nc2n(n1)C(c1ccccc1)C=C(c1ccccc1)N2 (stereo unspecified),2,13,-6,-2,-3,7,8,0
